Assay outcomes: PubChem, several laboratories
NSD2 inh: NSD2 (human) methyltransferase inhibition | O96028 | NSD2 peptide methylation, AlphaScreen, 120 min | inhibition, % at 12.5 µM | 0.54% of 310,000 active | AID 743445; in the data active = inhibition above about 50%
PKA-R2B activ: activates the human PKA-R2B holoenzyme complex; activation, % at 11.4 µM; PKA-R2B holoenzyme dissociation, Cy5-IP20 fluorescence polarization; R2B truncated from residue 108, S112A mutant; 0% DMSO only, 100% 113 µM cGMP; 0.079% of 340,000 active; AID 504700; P22694+P31323;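 active = activation above a cutoff set at the mean over all compounds plus 3 SD, cut at about 18% in these data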;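 note: higher means more holoenzyme dissociation and a rise in polarization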
Target sequence (P31323 whole entry, looked up, other chains not shown, the tested form may be a part): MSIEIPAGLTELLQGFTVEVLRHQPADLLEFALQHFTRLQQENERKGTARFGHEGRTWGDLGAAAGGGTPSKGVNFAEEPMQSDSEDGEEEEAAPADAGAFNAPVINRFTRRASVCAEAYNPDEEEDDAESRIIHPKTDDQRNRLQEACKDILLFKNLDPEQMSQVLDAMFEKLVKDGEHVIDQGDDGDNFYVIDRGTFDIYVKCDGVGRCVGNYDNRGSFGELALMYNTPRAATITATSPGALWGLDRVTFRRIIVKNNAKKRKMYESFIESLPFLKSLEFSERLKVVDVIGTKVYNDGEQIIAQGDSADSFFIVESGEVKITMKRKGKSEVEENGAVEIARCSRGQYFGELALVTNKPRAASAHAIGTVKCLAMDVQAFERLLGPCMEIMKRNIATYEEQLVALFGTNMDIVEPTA
LANA DNA inh: KSHV C-LANA DNA binding inhibition. inhibition, % at 9 µM. 0.078% of 340,000 active. MBP-C-LANA/FAM-LBS DNA binding, fluorescence polarization. AID 504423;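 active = highest replicate inhibition at or above 60% at 9 µM, even if other replicates fall short; inactive = all replicates below 60% inhibition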;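 note: 0% = neutral control wells and 100% = 4 µM acridine orange control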
Keap1-Nrf2 PPI: Keap1-Nrf2 (human) interaction inhibition; 0.15% of 340,000 active; Keap1 Kelch-Nrf2 peptide fluorescence polarization, 1536-well; Q14145; AID 504523; inhibition, % at 9.4 µM; in the data active = inhibition above about 12%;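 note: human Keap1 Kelch domain with fluorescein labeled Nrf2 9mer peptide probe; 0% = neutral control wells and 100% = peptide positive control; higher means more block of Keap1 binding to Nrf2 peptide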
Target sequence (Q14145 whole entry, looked up, the tested form may be a part): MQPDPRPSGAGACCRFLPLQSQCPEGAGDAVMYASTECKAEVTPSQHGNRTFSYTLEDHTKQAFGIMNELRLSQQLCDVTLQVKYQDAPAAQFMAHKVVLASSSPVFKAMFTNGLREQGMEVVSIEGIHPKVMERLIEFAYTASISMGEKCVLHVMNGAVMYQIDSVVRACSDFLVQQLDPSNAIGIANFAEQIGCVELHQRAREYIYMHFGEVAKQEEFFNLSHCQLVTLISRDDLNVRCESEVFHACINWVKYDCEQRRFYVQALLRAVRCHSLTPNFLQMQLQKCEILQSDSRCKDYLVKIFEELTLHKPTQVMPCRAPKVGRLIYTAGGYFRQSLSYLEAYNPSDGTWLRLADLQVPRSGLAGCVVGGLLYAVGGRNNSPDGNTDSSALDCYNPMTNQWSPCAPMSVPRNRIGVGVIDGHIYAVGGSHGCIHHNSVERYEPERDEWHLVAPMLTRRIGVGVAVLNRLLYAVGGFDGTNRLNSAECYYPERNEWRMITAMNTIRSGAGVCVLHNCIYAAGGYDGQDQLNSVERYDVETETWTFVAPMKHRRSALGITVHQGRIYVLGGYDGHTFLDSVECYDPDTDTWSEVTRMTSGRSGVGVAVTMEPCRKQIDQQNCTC
RTF Ca sens inh: cardiac RTF calcium desensitization | P19429+P45379 | IANBD-labeled cardiac RTF, Ca2+ fluorescence | inhibition, % at 7.15 µM | 0.12% of 340,000 active;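 active = inhibition above the mean inhibition of all tested compounds plus 3 SD, cut at about 17% in these data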;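 note: assay run at fixed EC70 calcium of 1.6 mM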
Arrestin-AP2 inh: inhibitors of human beta-arrestin and AP2 interaction | FITC-arrestin peptide / GST-AP2 beads, flow cytometry; AP2 beta2 appendage carries R879A mutation | inhibition, % at 10 µM | 0.31% of 340,000 active;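 active = inhibition above a set limit, near 3 SD of compounds lacking own fluorescence, cut at about 54% in these data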;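 note: plate controls were DMSO wells for no effect and 5 µM unlabelled arrestin peptide for full effect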
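Measured by: flow cytometry, FL1 (488/535 nm); Material: AP2 appendage R879A on GSH beads; Evaluation: percent response; Timing: pre-incubation 12 min, peptide binding 1 h, room temperature; Also added: 50 nM FITC-arrestin peptide; Medium: PBS with 0.05% Tween 20 and 0.1% BSA.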
SR-BI DiI-HDL act: activators of SR-BI mediated HDL lipid uptake. activation, % at 12.5 µM. CHO ldlA[mSR-BI] cells, DiI-HDL uptake fluorescence, 3 h; 100 = double the neutral-control signal. 0.096% of 320,000 active;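 active = mean replicate activation of at least 60% and every replicate at or above 60%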;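 note: 0% = median plate neutral-control signal and 100% = twice that signal; values of inactives mirror those of a sister screen read the other way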
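Material – SR-BI-overexpressing, LDLR-lacking CHO cells · Medium – BSA-supplemented, HEPES-buffered Ham's F12, pH 7.4 · Doses – single concentration · Times – compound with DiI-HDL co-incubation, 3 h at 37 °C · Measured by – bottom-read fluorescence, 550/595 nm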
DAGLB inhibitor: diacylglycerol lipase beta (human) inhibition; HEK293T DAGLB membrane lysate, EnzChek fluorogenic substrate; inhibition, % at 5.17 µM; 0.059% of 340,000 active; in the data active = inhibition above about 34%;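 note: 0% = enzyme with vehicle and 100% = wells lacking enzyme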
SR-BI HDL uptake: inhibitors of mouse SR-BI mediated HDL lipid uptake. Q61009. ldlA[mSR-BI] CHO cells, DiI-HDL uptake fluorescence, 3 h. inhibition, % at 12.5 µM. 0.96% of 320,000 active;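 active = mean replicate inhibition of at least 70% and a set share of replicates each scoring 70 or more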;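 note: 0% = median of neutral control wells and 100% = median of positive control wells; values of inactives mirror those of a sister screen read the other way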
PvdQ inh: blocks Pseudomonas aeruginosa PvdQ acylase activity; AID 488965; purified PvdQ acylase, fluorescence plate reader; inhibition, % at 10 µM; 0.063% of 340,000 active; in the data active = inhibition above about 30%, passing the limit was not always enough;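 note: 0% = vehicle neutral wells and 100% = reference inhibitor wells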
The depositor's hits bear a star; . = not tested or not shown.

SMILES | NSD2 inh | PKA-R2B activ | LANA DNA inh | Keap1-Nrf2 PPI | RTF Ca sens inh | Arrestin-AP2 inh | SR-BI DiI-HDL act | DAGLB inhibitor | SR-BI HDL uptake | PvdQ inh
N#CCSc1nnc(-c2ccc(S(=O)(=O)N3CCOCC3)cc2)n1CC1CCCO1 (stereo not drawn) | 0 | 0 | -3.4 | -3 | -2 | 1 | . | 0 | . | -16
Cc1ccsc1C(=O)OCC(=O)NCCCc1ccccc1 | -5 | -6 | 0.1 | -5 | -10 | -11 | . | -1 | . | -9
CCN(Cc1nc2ccccc2c(=O)[nH]1)C(=O)C1CC(=O)N(c2cccc3ccccc23)C1 (stereo not drawn) | 46 | 14 | -0.1 | 1 | -3 | 27 | -7 | 0 | 7 | -2
O=C(CC1Nc2ccccc2NC1=O)NCc1cccnc1 (stereo not drawn) | -2 | -3 | 1.5 | -2 | -2 | 12 | 13 | -2 | -13 | -7
Cc1[nH]c2ccccc2c1C(O)CN1CCN(c2cccc(C(F)(F)F)c2)CC1 (stereo not drawn) | 8 | -1 | -1.0 | 1 | 4 | 5 | -37 | 5 | 37 | -9
COc1ccc(C(=O)O)cc1S(=O)(=O)Nc1ccc(C)cc1 | -3 | -3 | 1.7 | -9 | -15 | 4 | 14 | 1 | -14 | -5
Cc1ccc(OCc2nc(-c3ccccc3)no2)cc1 | -9 | 2 | -0.4 | 1 | 2 | 5 | . | -23 | . | -7
Cc1cc(C(=O)CSc2nc(N)cc(=O)[nH]2)c(C)n1Cc1ccco1 | 6 | 9 | -1.8 | -2 | 6 | 31 | 21 | 1 | -21 | -1
CN(C)C(=S)Nc1ccc(Cl)cc1 | -2 | 0 | -0.4 | -3 | 1 | -11 | 9 | 0 | -9 | -19
O=C(NCc1ccco1)c1csc(Nc2ccccc2Cl)n1 | 33 | -7 | 0.6 | 3 | 0 | 37 | -30 | 0 | 30 | 3
c1ccc(-c2nnc(SCC3CCCO3)nc2-c2ccccc2)cc1 (stereo not drawn) | . | 5 | 1.8 | 2 | -1 | -7 | 2 | -5 | -2 | -5
COc1ccc(-c2[nH]nc3c2C(c2ccccc2OC(=O)N2CCOCC2)C(C#N)=C(N)O3)cc1 (stereo not drawn) | 0 | -1 | -1.5 | 2 | -3 | 5 | 11 | -3 | -11 | -10
CCCNC(=O)CN1CCN(S(=O)(=O)c2ccc(Br)s2)CC1 | 2 | 0 | 0.0 | -7 | -6 | -6 | 6 | -1 | -6 | -13
COc1ccc(C(CNS(=O)(=O)c2ccc(C)cc2)N2CCN(C)CC2)cc1 (stereo not drawn) | 6 | -1 | 1.0 | -3 | -1 | -2 | 13 | -2 | -13 | -26
Cc1ccc(OCC(=O)N2CCC3(CC2)CC(=O)c2ccccc2O3)cc1 | -3 | 8 | -0.8 | -3 | -10 | -3 | 3 | 1 | -3 | -12
COCC1CCN(Cc2nc(-c3cccs3)no2)C1 (stereo not drawn) | -3 | . | -0.2 | -1 | . | -1 | 4 | . | -4 | -14
Cc1ccc(S(=O)(=O)N2CCOCC2)cc1C(=O)NCc1ccc(F)cc1 | -2 | -5 | 0.0 | -3 | 2 | -10 | 0 | -4 | 0 | -17
COC(=O)/C(=C\c1c(OC)cc(OC)cc1OC)C(=O)c1ccc2c(c1)OCO2 | . | -1 | -0.5 | -3 | -5 | 24 | -8 | -5 | 8 | -2
O=C1C(=O)N(CNc2ccccn2)c2ccccc21 | 2 | 7 | -2.5 | 1 | -6 | 12 | 30 | -1 | -30 | 2
Cc1ccc2c(c1)c(N=Nc1cccc(C(=O)O)c1)c(O)n2C | 1 | 3 | -1.6 | -4 | 4 | 7 | 8 | 4 | -8 | 6
COc1ccccc1C(=O)Oc1ccc2c(c1)O/C(=C\c1ccncc1)C2=O | 2 | -3 | 6.2 | 2 | -55 | 39 | 38 | -11 | 1 | 3
Cc1ccc(C)c(NC(=O)CCC(=O)NNC(=O)c2cccc([N+](=O)[O-])c2)c1 | -5 | 13 | -0.1 | 3 | 5 | 5 | -7 | -1 | 7 | 1
O=C1N(Cc2cccc(Cl)c2)C[C@@H]2C[C@@H](c3cccn3-c3nccs3)N3CCC[C@@]123 | -2 | -8 | -2.2 | -5 | 0 | 13 | . | 0 | . | -6
COC(=O)c1cccc(NC(=O)Cc2ccc(OC)cc2)c1C | -7 | 1 | -0.2 | -4 | -10 | 4 | 40 | 1 | -40 | -8
Nc1ccccc1C=C1Cc2ccccc2C1=O | -1 | 7 | 0.3 | -1 | -21 | 32 | -20 | 7 | 20 | -3
COC(=O)C1=CN(C)C=C(C(=O)OC)C1c1ccc(Cl)cc1Cl | . | 8 | 0.4 | -2 | -16 | 10 | 0 | 0 | 0 | -11
COC(=O)c1ccc(NC(=O)CSc2ccc(-c3ccccn3)nn2)cc1 | 0 | 12 | -0.7 | 0 | -1 | 38 | -16 | -2 | 16 | 5
O=C(Nc1ccc(C(=O)N2CCC(N3CCOCC3)CC2)cc1)c1ccc(Br)o1 | . | -8 | -0.7 | -4 | 0 | 3 | -15 | 3 | 15 | -16
COC(=O)[C@H](C(C)C)N(Cc1ccccc1)S(=O)(=O)CCN1CCCC1 | . | -7 | 1.1 | -7 | -2 | -17 | -10 | -1 | 10 | -8
Cc1ccc(Nc2cc(C(=O)NCCCN3CCOCC3)c3ccccc3n2)cc1C | -4 | -9 | -0.3 | -2 | 9 | 33 | -19 | 2 | 19 | 6
c1ccc2c(-c3nc(-c4ccncc4)no3)cccc2c1 | -2 | 4 | 0.2 | 0 | -4 | 23 | 7 | -11 | -7 | 2
CCCCc1nc2cc(C(=O)N3CCC[C@H]3CO)ccc2o1 | -5 | -5 | 0.9 | 7 | -1 | 21 | 6 | -1 | -6 | -11
COc1ccc(Cl)cc1C(=O)OCC(=O)NC1CCCC(C)C1C (stereo not drawn) | -1 | -16 | 0.8 | -6 | 2 | -8 | -16 | -1 | 16 | -8
FC(F)(F)COc1nc(N2CCOCC2)nc(N(c2ccccc2)c2ccccc2)n1 | -1 | -4 | -0.2 | -4 | -26 | -2 | -28 | -24 | 28 | -9
CC1COc2ccccc2N1C(=O)c1ccc(Cl)cc1 (stereo not drawn) | -7 | 3 | 1.3 | -1 | -6 | -4 | -6 | -8 | 6 | -18
O=C(CCN1C(=O)/C(=C\c2ccc(F)cc2)SC1=S)Nc1ccccc1 | -2 | -4 | 0.7 | 1 | -2 | 1 | . | -2 | . | -17
COc1ccc2nc(Nc3nc(CSc4nc5ccccc5[nH]4)cc(=O)[nH]3)nc(C)c2c1 | -2 | 2 | -2.5 | -5 | 0 | . | -23 | 2 | 23 | -9
Cc1nn(C(=O)CCC(=O)NCc2ccccc2Cl)c2ccccc12 | -6 | 2 | -1.6 | 1 | 0 | 0 | -1 | -4 | 1 | 0
Cc1nn(CC(=O)Nc2ccc(Cl)cn2)c(C)c1Br | 0 | -4 | -0.9 | -6 | -2 | -27 | -1 | 0 | 1 | -16
CC(=O)Nc1ccc(-n2c(C)ccc2C)cc1 | -1 | -8 | 0.5 | 2 | -7 | 40 | 30 | -1 | -30 | -3

An excerpt from further up, as a working copy:
SMILES | NSD2 inh | PKA-R2B activ | LANA DNA inh | Keap1-Nrf2 PPI | RTF Ca sens inh | Arrestin-AP2 inh | SR-BI DiI-HDL act | DAGLB inhibitor | SR-BI HDL uptake | PvdQ inh
N#CCSc1nnc(-c2ccc(S(=O)(=O)N3CCOCC3)cc2)n1CC1CCCO1 (stereo not drawn) | 0 | 0 | -3.4 | -3 | -2 | 1 | . | 0 | . | -16
Cc1ccsc1C(=O)OCC(=O)NCCCc1ccccc1 | -5 | -6 | 0.1 | -5 | -10 | -11 | . | -1 | . | -9
CCN(Cc1nc2ccccc2c(=O)[nH]1)C(=O)C1CC(=O)N(c2cccc3ccccc23)C1 (stereo not drawn) | 46 | 14 | -0.1 | 1 | -3 | 27 | -7 | 0 | 7 | -2
O=C(CC1Nc2ccccc2NC1=O)NCc1cccnc1 (stereo not drawn) | -2 | -3 | 1.5 | -2 | -2 | 12 | 13 | -2 | -13 | -7
Cc1[nH]c2ccccc2c1C(O)CN1CCN(c2cccc(C(F)(F)F)c2)CC1 (stereo not drawn) | 8 | -1 | -1.0 | 1 | 4 | 5 | -37 | 5 | 37 | -9
COc1ccc(C(=O)O)cc1S(=O)(=O)Nc1ccc(C)cc1 | -3 | -3 | 1.7 | -9 | -15 | 4 | 14 | 1 | -14 | -5
Cc1ccc(OCc2nc(-c3ccccc3)no2)cc1 | -9 | 2 | -0.4 | 1 | 2 | 5 | . | -23 | . | -7
Cc1cc(C(=O)CSc2nc(N)cc(=O)[nH]2)c(C)n1Cc1ccco1 | 6 | 9 | -1.8 | -2 | 6 | 31 | 21 | 1 | -21 | -1
CN(C)C(=S)Nc1ccc(Cl)cc1 | -2 | 0 | -0.4 | -3 | 1 | -11 | 9 | 0 | -9 | -19
O=C(NCc1ccco1)c1csc(Nc2ccccc2Cl)n1 | 33 | -7 | 0.6 | 3 | 0 | 37 | -30 | 0 | 30 | 3

(cont.)
SMILES | NSD2 inh | PKA-R2B activ | LANA DNA inh | Keap1-Nrf2 PPI | RTF Ca sens inh | Arrestin-AP2 inh | SR-BI DiI-HDL act | DAGLB inhibitor | SR-BI HDL uptake | PvdQ inh
CCCCOC(=O)CSc1nc(N)c(C#N)c(-c2ccc(OCC)cc2)c1C#N | 5 | -12 | 0.0 | -2 | 2 | 17 | 15 | 1 | -15 | 16
COc1cc(C)c(-c2cc(C(=O)O)c(C)o2)cc1C(C)C | 5 | -3 | -0.7 | -2 | 9 | 1 | 7 | 8 | -7 | 4
COc1ccc(S(=O)(=O)c2ccccc2)cc1NC(=O)c1c(F)cccc1F | -2 | -11 | 0.0 | -4 | -9 | -1 | -48 | -2 | 48 | -12
COc1ccc(OC)c(NC(=O)CSc2nc3scc(C)c3c(=O)[nH]2)c1 | -3 | -9 | 0.0 | 1 | 0 | 20 | 30 | 3 | -30 | -1
COc1cc(OC)cc(C(=O)NCCSCc2ccc(Cl)cc2)c1 | -3 | -2 | -0.2 | 2 | 2 | 6 | -30 | 0 | 30 | -11
CCOC(=O)N1CCN(C(=O)Nc2ccc(NC(=O)N3CCN(C(=O)OCC)CC3)cc2)CC1 | 2 | 2 | 1.1 | -6 | -6 | 0 | -17 | 1 | 17 | -9
COC(=O)CN(c1cccc(C)c1)S(=O)(=O)c1ccccc1 | -4 | 2 | 0.0 | -1 | -4 | -9 | -26 | 3 | 26 | -12
Cn1c(=O)c2c(nc(Cl)n2CC(=O)NC2(C#N)CCCCC2)n(C)c1=O | -1 | -9 | -0.1 | 3 | -3 | -4 | 3 | 0 | -3 | -2
O=C(CSc1n[nH]c(=O)n1Cc1ccco1)Nc1ccccc1Cl | -1 | -8 | -0.6 | -3 | -5 | 4 | 1 | 0 | -1 | 8
